RAD54 inh – blocks human RAD54 Holliday junction branch migration. FAM/BHQ fluorescence. Q92698. hit rate 0.14% among 360,000. inhibition, % at 10.4 µM;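 active = mean normalized replicate activity at least 40 and at least half of replicates scoring 40 or more; inconclusive = only one of the two criteria met; inactive = mean below 40 and under half of replicates reaching 40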;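 note: 0% = median of neutral control wells and 100% = median of positive control wells; inhibitors cause a drop in the FAM fluorescence signal; in these data hits start at about 50%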
Target sequence (Q92698 whole entry, looked up): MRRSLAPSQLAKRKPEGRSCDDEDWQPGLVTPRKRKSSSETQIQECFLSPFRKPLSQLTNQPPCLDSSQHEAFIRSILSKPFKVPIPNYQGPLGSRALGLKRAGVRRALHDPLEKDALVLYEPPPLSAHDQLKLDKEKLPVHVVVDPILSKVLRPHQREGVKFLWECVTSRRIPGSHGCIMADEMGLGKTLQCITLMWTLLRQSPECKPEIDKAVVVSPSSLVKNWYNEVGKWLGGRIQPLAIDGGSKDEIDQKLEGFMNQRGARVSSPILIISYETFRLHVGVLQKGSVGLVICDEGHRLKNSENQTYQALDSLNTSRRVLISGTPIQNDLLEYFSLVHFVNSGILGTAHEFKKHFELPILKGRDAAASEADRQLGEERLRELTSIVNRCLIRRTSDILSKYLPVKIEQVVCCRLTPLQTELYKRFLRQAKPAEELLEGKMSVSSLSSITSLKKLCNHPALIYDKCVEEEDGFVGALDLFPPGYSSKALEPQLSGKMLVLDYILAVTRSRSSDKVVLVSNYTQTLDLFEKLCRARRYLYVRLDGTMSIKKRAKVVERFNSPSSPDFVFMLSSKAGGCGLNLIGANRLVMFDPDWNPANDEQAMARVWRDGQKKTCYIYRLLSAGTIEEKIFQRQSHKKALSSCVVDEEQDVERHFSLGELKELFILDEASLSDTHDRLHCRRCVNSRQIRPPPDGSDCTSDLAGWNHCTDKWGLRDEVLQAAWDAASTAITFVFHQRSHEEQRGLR
Casp6 inh – blocks human caspase-6 cleavage activity | purified caspase-6, Z-VEID-R110 cleavage fluorescence | P55212 | inhibition, % at 12.5 µM | hit rate 0.53% among 350,000;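 active = mean inhibition across replicates at least about 35%, with every replicate also reaching that limit, limit read from the data; inconclusive = only one of the two criteria met; inactive = neither criterion met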;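 note: 0% = median of neutral control wells and 100% = no fluorescence left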
Target sequence (P55212 24-179 limits assumed): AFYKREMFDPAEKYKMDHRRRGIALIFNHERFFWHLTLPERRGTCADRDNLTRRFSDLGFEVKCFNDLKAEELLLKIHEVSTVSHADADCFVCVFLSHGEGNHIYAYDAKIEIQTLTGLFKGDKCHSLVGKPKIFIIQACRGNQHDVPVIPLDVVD
Target sequence (P55212 194-293 limits assumed): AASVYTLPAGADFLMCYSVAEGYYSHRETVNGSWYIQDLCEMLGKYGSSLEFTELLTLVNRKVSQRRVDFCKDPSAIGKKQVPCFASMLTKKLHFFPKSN
E-sel inducer – induces E-selectin expression in human endothelial cells; hit rate 0.37% among 260,000; activation, % at 7.58 µM; HUVEC E-selectin immunofluorescence imaging; normalized: neutral wells 0, TNF-alpha wells 100; P16581;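 active = mean E-selectin-positive cell signal at least 10% of the positive control, reached in at least 60% of replicates, without over 20% cell loss; inconclusive = no rule given, readout overlaps actives, possibly toxicity-flagged; inactive = the rest, including those meeting only one limit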;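 note: in these data hits start at about 27%; measured in HUVEC primary endothelial cells; signal is the percent of cells scored E-selectin positive by PE staining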
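System: HUVEC / Compound: single concentration / Signal: immunofluorescence imaging / Read-out: percent E-selectin-positive cells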
ERp5 block – inhibitors of human ERp5. Q15084. ERp5 insulin aggregation, absorbance 650 nm, 90 min. inhibition, % at 9.99 µM. hit rate 0.05% among 350,000. AID 651711;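 active = mean replicate inhibition above about 25%, with every replicate also reaching it, limit read from the data, passing the limit was not always enough; inconclusive = only one of those two criteria met; inactive = neither criterion met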
PglD DTNB – inhibitors of Campylobacter jejuni PglD acetyltransferase | AID 602405 | inhibition, % at 12.5 µM | hit rate 0.098% among 360,000 | purified PglD enzyme, DTNB colorimetric CoA detection; in the data active = inhibition above about 16%, passing the limit was not always enough; inconclusive = no clear call, values can overlap the other calls; note: strong numbers were not always called active
esBAF inh – blocks esBAF chromatin remodeling in mouse ES cells | hit rate 2% among 350,000 | reporter increase, % at 12.5 µM | AID 602393 | Bmi1-luciferase knock-in reporter, 24 h; 100% = twice the neutral-well signal; in the data active = activation above about 40%; inconclusive = no clear call, values can overlap the other calls;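 note: 0% = median of the plate's neutral control wells and 100% = double that signal; a rise in the Bmi1 reporter signal indicates esBAF inhibition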
ARNT-TACC3 inh – ARNT/TACC3 interaction disruption | AlphaScreen His-ARNT PAS-B/GST-TACC3 binding, luminescence; TACC3 fragment carries E629A point mutation | inhibition, % at 9.99 µM | hit rate 0.66% among 390,000 | AID 623870;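 active = mean inhibition of replicates at least 50% and at least half of replicates each reaching 50%; inconclusive = half or more replicates reach 50% but mean below 50%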;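 note: 0% = complete ARNT plus TACC3 wells and 100% = ARNT alone without TACC3; many hits fall short of the cut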
RAD52 inh – blocks human RAD52 DNA annealing; P43351; recombinant RAD52 DNA annealing, FRET fluorescence; inhibition, % at 18.7 µM; hit rate 0.46% among 360,000; AID 651710;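 active = every replicate showing at least 50% inhibition; inconclusive = mean inhibition at least 50% but not in every replicate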
* marks the source's active call; other numbers are inactive results; ? = inconclusive; . = not tested or not shown. Hits appear at their usual frequency. Share with any hit: about 3.2%.

SMILES	RAD54 inh	Casp6 inh	E-sel inducer	ERp5 block	PglD DTNB	esBAF inh	ARNT-TACC3 inh	RAD52 inh
COC(=O)c1sc(-c2ccc(C(C)(C)C)cc2)cc1NC(=O)COCC(=O)O	7	7	0.1	-8	-4	11	22	-5
O=C(CCn1c(=O)sc2ccccc21)NCc1cccs1	18	-2	.	0	8	6	.	11
C[C@H](CO)N1C[C@H](C)[C@H](CN(C)Cc2ccc(C(=O)O)cc2)Oc2c(NS(C)(=O)=O)cccc2C1=O	12	2	.	-3	-4	0	-7	-22
O=C(Nc1ccccc1)Nc1cccc(NC(=O)Nc2ccccc2)c1F	-1	1	-0.1	0	3	13	8	-15
O=C1CC(N2CCN(S(=O)(=O)c3ccccc3F)CC2)C(=O)N1c1ccccc1F (centres undefined)	-3	2	.	-5	2	1	-7	-5
CCOC(=O)c1c(C)nc2sc3c(=O)[nH]cnc3c2c1-c1ccc(OC)cc1	-1	.	.	.	-4	-13	5	.
COC(=O)C1=C(Nc2ccccc2NC(=O)CCCC(=O)O)CSC1	-10	3	.	2	9	.	0	-15
C[C@H](CO)N1C[C@H](C)[C@@H](CN(C)Cc2ccccc2C(=O)O)Oc2ncc(C3=CCCC3)cc2C1=O	1	0	1.1	-1	5	-5	-3	1
C[C@@H]1CN([C@H](C)CO)C(=O)Cc2cc(NC(=O)c3ccncc3)ccc2O[C@@H]1CN(C)Cc1ccc(C(=O)O)cc1	-7	4	.	3	-2	0	-6	0
O=C(C1CCN(S(=O)(=O)c2ccccc2)CC1)N1CCCCC1	-1	-2	.	4	-6	-7	-7	2
C[C@H]1CN([C@@H](C)CO)S(=O)(=O)c2ccc(-c3ccc(C(=O)N(C)C)cc3)cc2O[C@H]1CN(C)C	9	3	0.0	-5	5	0	-6	0
CCOC(=O)N[C@H](C(=O)N1CCC[C@H]1C(=O)NC1CCCC1)c1ccccc1	.	-1	-0.1	2	.	.	.	6
CCc1c(C)nc(SC)n(CC#N)c1=O	-3	.	.	.	-2	-8	-3	.
CC(C)(C)NC(=O)C(c1ccc(O)cc1)N(C(=O)CCC(=O)Nc1nccs1)c1ccccc1F (centres undefined)	.	1	.	-5	.	.	5	-15
O=S(=O)(c1ccccc1)c1cnc(-c2cccnc2)nc1-c1ccc(Cl)cc1Cl	3	-3	.	4	8	-9	-16	2
CC(C)CCN1CC(=O)N2[C@@H](Cc3c([nH]c4ccccc34)C2(C)C)C1=O	-3	-3	0.1	-1	5	1	-2	2
COc1ccc(-c2cc(-n3c(C(F)(F)F)nc4ccccc43)n(CCC#N)n2)cc1	3	.	.	.	-1	1	12	.
O=C(Cc1coc2cc3c(cc12)CCC3)OCc1cc(=O)n2c(n1)sc1ccccc12	21	.	.	.	-1	8	-1	.
CCOc1ccc(-c2c(C(=O)N/N=C/C3CC=CCC3)nnn2-c2nonc2N)cc1 (centres undefined)	6	6	-1.8	.	6	-5	5	-5
CCOC(=O)C1CCN(CCC(=O)Nc2ccc(Cl)cc2)CC1	11	.	.	.	4	1	-1	.
CN(C)CCCNC(=O)C[C@H]1CC[C@H]2[C@H](COc3ccc(NS(C)(=O)=O)cc3C(=O)N2C)O1	0	-3	-0.1	-5	-1	3	-5	-4
O=C(/C=C/c1ccccc1[N+](=O)[O-])N1CCc2ccccc2C1	6	-2	-0.7	1	1	8	.	-26
CCCc1cc2c(O)ccc(O)c2c(=O)o1	.	0	-0.4	0	.	.	.	-4
C[C@@H]1CN([C@@H](C)CO)C(=O)c2cc(Br)cnc2O[C@H]1CN(C)CC1CCOCC1	-7	.	0.2	.	3	-3	-11	.
Nc1c(C(=O)NCc2ccco2)sc2nc3c(cc12)C(=O)CCC3	1	25	.	4	-3	40	-3	-15
New compounds follow.
SMILES	RAD54 inh	Casp6 inh	E-sel inducer	ERp5 block	PglD DTNB	esBAF inh	ARNT-TACC3 inh	RAD52 inh
COCCN1C(=O)N(c2cccc(C)c2)C(=O)C1CC(=O)Nc1ccc(F)cc1 (centres undefined)	-1	.	.	.	0	-6	-2	.
O=C(Nc1ccc2c(c1)OCO2)c1ccc[n+]([O-])c1	-2	.	.	.	0	6	-13	.
C[C@H](CO)N1C[C@H](C)[C@H](CN(C)S(=O)(=O)c2cn(C)cn2)Oc2ccc(N(C)C)cc2CC1=O	8	1	-0.1	-2	1	-1	0	1
CN(c1ccccc1)S(=O)(=O)c1ccc(C(=O)N2CCCC(C(F)(F)F)C2)cc1 (centres undefined)	4	1	0.0	3	-3	-2	3	5
C[C@@H]1CN([C@@H](C)CO)S(=O)(=O)c2ccc(C#CC3CC3)cc2O[C@H]1CN(C)S(C)(=O)=O	-9	-4	-2.3	7	3	5	2	-5
CC(C)=C1SC(N2CCOCC2)=NC1=O	-9	.	.	.	3	3	-3	.
Cc1ccc(N(C(=O)C2CCCO2)C2C=CS(=O)(=O)C2)cc1Cl (centres undefined)	-6	3	.	2	3	-5	-5	-20
CCn1c(SCC(=O)Nc2ccc3c(c2)c2ccccc2n3CC)nnc1-c1cnccn1	8	.	.	.	7	-8	-4	.
CCCCn1c(CN2CCN(c3ccccc3)CC2)nc2c1c(=O)n(C)c(=O)n2C	-11	.	.	.	0	-15	-1	.
CO[C@@H]1CN(C)C(=O)c2cc(NC(=O)Nc3ccccc3F)ccc2OC[C@@H](C)N(Cc2ccccc2C(=O)O)C[C@@H]1C	1	-1	0.3	-5	2	0	0	-7
Cc1ccc(S(=O)(=O)Nc2ccnc(-c3cccnc3)n2)cc1	.	-1	0.1	12	.	.	-10	-33
COc1ccc(NC(=O)Nc2ccc3c(c2)[C@H]2C[C@@H](CC(=O)NCc4ccccn4)O[C@H](CO)[C@H]2O3)cc1	0	-3	1.1	-5	0	0	3	-6
Cc1cccc(/C=N/NC(=O)Cc2ccc(Cl)cc2)c1O	5	0	.	19	2	-8	-2	-13
O=C(C1CCC1)N1C[C@@H]2[C@H](c3ccccc31)[C@@H](CO)N2C(=O)Nc1cccc(F)c1	2	3	1.6	-4	5	4	-1	-4
CCCN1CC23C=CC(O2)C(C(=O)O)C3C1=O (centres undefined)	-15	2	-0.2	2	-10	-5	1	-10
CCOC(=O)c1c(NC(=O)Nc2cccc(Cl)c2)sc(C)c1C	7	2	.	0	-2	-1	1	6
CS(=O)(=O)N1[C@@H]2c3cccc(=O)n3C[C@H]1[C@H](CO)[C@H]2C(=O)NCc1ccc(F)cc1	9	.	0.5	-5	-2	-2	17	7
CCOc1ccccc1/C=N/Nc1ccnc(=O)[nH]1	0	4	.	-1	0	5	23	-9
CC(C(=O)O)n1cc(C#N)c(=O)[nH]c1=O (centres undefined)	-6	2	0.1	0	-3	.	-2	-10
Cc1ccc2c(C)c(C(=O)N(C)C(C)c3ccon3)oc2c1C (centres undefined)	-6	-2	-0.1	-3	-9	51*	-6	-9
CCOc1ccc(C(=O)NCc2ccco2)cc1OCC	-7	-6	.	5	-4	-8	13	3
CC(NC(=O)c1cccc(S(=O)(=O)N2CCN(Cc3ccccc3)CC2)c1)c1ccc(Cl)cc1 (centres undefined)	-1	-52	.	-5	3	7	0	-6
O=C(Nc1ccccc1C(=O)O)c1cccc(NC(=O)c2ccco2)c1	1	-1	.	-1	-6	-9	5	6
Cc1ccc(-c2csc(N)n2)cc1	2	-3	?	-5	6	43*	11	-9
COc1ccccc1NC(=S)N1CCN(C(=O)C2CCCO2)CC1 (centres undefined)	6	0	0.3	2	3	.	38	0

Another view of 3 compounds above.
canonical_smiles | RAD54 inh | Casp6 inh | E-sel inducer | ERp5 block | PglD DTNB | esBAF inh | ARNT-TACC3 inh | RAD52 inh
CC(NC(=O)c1cccc(S(=O)(=O)N2CCN(Cc3ccccc3)CC2)c1)c1ccc(Cl)cc1 (centres undefined) | -1 | -52 | . | -5 | 3 | 7 | 0 | -6
CO[C@@H]1CN(C)C(=O)c2cc(NC(=O)Nc3ccccc3F)ccc2OC[C@@H](C)N(Cc2ccccc2C(=O)O)C[C@@H]1C | 1 | -1 | 0.3 | -5 | 2 | 0 | 0 | -7
C[C@H](CO)N1C[C@H](C)[C@H](CN(C)S(=O)(=O)c2cn(C)cn2)Oc2ccc(N(C)C)cc2CC1=O | 8 | 1 | -0.1 | -2 | 1 | -1 | 0 | 1

Going on with the list.
SMILES	RAD54 inh	Casp6 inh	E-sel inducer	ERp5 block	PglD DTNB	esBAF inh	ARNT-TACC3 inh	RAD52 inh
COc1ccc(Cc2c(O)nc(SCC(=O)c3ccc(OC)cc3)[nH]c2=O)cc1	.	2	.	2	.	-27	-3	-20
Cc1cccc(Cc2nnc(CCC(=O)N(C)C3CCOC3)o2)c1 (centres undefined)	0	3	-0.3	5	-1	26	0	-9
CC(C)CCNC(=O)CN(Cc1ccc2c(c1)OCO2)C(=O)CCC(=O)Nc1ccccn1	8	.	.	.	-8	-3	0	.
COCC(=O)Nc1ccc2c(c1)OC[C@@H](C)N(C(C)=O)C[C@H](C)[C@@H](OC)CN(C)C2=O	1	.	-0.2	-6	5	2	.	.
COCCCNC(=O)[C@]1(Cc2ccccc2N=[N+]=[N-])N=C(c2ccc(OCCCO)cc2)O[C@@H]1c1ccccc1N=[N+]=[N-]	-8	0	.	3	-3	.	6	1
O=C(Nc1ccc([N+](=O)[O-])cc1)Nc1ccon1	7	3	2.0	6	-5	-19	3	-18
CCc1nc2ccc(C(=O)NC3CCN(Cc4ccccc4)CC3)cn2c1N(C)Cc1cc2ccccc2s1	9	-8	0.4	0	2	2	.	-80
CCN(c1ccccc1)S(=O)(=O)c1cc2c3c(c1)C(C)C(=O)N3CCC2 (centres undefined)	-8	2	-0.3	7	5	2	1	-12
COCC(=O)Nc1ccc2c(c1)OC[C@@H](C)N(C(C)=O)C[C@@H](C)[C@H](OC)CN(C)C2=O	-3	-4	-0.2	3	3	0	3	-11
COc1cccc(CN(C)C(=O)C23CC4CC(CC(C4)C2)C3)c1	-6	-3	.	2	-3	-3	-3	-7
Cc1noc(C)c1S(=O)(=O)Nc1ccc2c(c1)CC(=O)N([C@H](C)CO)C[C@H](C)[C@H](CN(C)C(=O)Nc1ccc3c(c1)OCO3)O2	5	.	3.9	.	-1	1	5	.
O=C(CSc1ccc([N+](=O)[O-])cc1)Nc1cccc(S(=O)(=O)Nc2ccccc2F)c1	.	0	-0.8	-1	.	.	0	0
Cc1ccccc1NC(=O)Cn1c(=O)n(C)c2ccccc21	7	.	.	.	4	-5	13	.
C[C@H]1CN([C@@H](C)CO)C(=O)c2cccc(NS(=O)(=O)c3ccccc3)c2O[C@@H]1CN(C)C(=O)Nc1ccc(F)cc1	-17	1	-0.4	2	-1	7	5	1
Cc1cc(C)n(C(C)CNS(=O)(=O)c2ccc(Cl)cc2)n1 (centres undefined)	2	3	0.1	0	-1	0	3	6
Cc1ccc(C(O)C(=O)c2ccco2)cc1 (centres undefined)	-13	1	0.4	3	-3	3	5	-14
Cc1ccc(N2CCN(/N=C/c3c(C)nn(-c4ccccc4)c3Cl)CC2)cc1	.	45*	0.2	-1	.	.	.	-7
COc1ccc(NCc2nnc(SCC(=O)Nc3cccc(C)c3)o2)cc1	-8	.	.	.	-3	19	1	.
O=C(Cc1ccc2c(c1)OCCO2)Nc1cc(C(F)(F)F)ccc1N1CCOCC1	-3	5	0.2	-3	3	3	-1	-6
C=CCNC(=S)Nc1ccccc1-c1nnc2n1CCCCC2	0	-4	-9.3	2	5	0	-7	-6
Cc1ccc(-c2nc(=S)c3c(n2CCN2CCOCC2)CC(C)(C)OC3)cc1	-1	.	.	.	2	0	5	.
O=C(Nc1ccc(Cl)cc1)N[C@H]1CC[C@@H](CCNC(=O)c2cc(Cl)cc(Cl)c2)O[C@@H]1CO	.	0	-0.1	4	.	.	.	23
Cc1ccc(NC(=O)Cn2c(CCC(=O)O)ccc2-c2cccs2)cc1	-14	.	.	.	-3	-9	-4	.

Compound activity from PubChem.
